# Compound activity: PubChem, several laboratories
# C-LANA FP – KSHV C-LANA DNA binding inhibition; MBP-C-LANA/FAM-LBS DNA binding, fluorescence polarization; inhibition, % at 9 µM; 340,000 tested, 0.078% active; AID 504423;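 active = highest replicate inhibition at or above 60% at 9 µM, even if other replicates fall short; inactive = all replicates below 60% inhibition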;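 also: 0% = neutral control wells and 100% = 4 µM acridine orange control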
# DSG3 Ab inh – blocks pemphigus antibody binding to human desmoglein-3 | P32926 | 310,000 tested, 0.48% active | DSG3-coupled beads, scFv-anti-DSG3-GFP binding, flow cytometry; hits give low values | AID 588358 | binding (percent of control), % at 10 µM;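 active = binding more than 3 SD below its plate's average and above zero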;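 also: hits lower antibody fragment binding to DSG3; some compounds called inactive have numbers as strong as hits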
# Cardiac RTF inh – cardiac RTF calcium desensitization | inhibition, % at 7.15 µM | IANBD-labeled cardiac RTF, Ca2+ fluorescence | 340,000 tested, 0.12% active | P19429+P45379;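 active = inhibition above the mean inhibition of all tested compounds plus 3 SD, cut at about 17% in these data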;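 also: assay run at fixed EC70 calcium of 1.6 mM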
# CAL PDZ FP-1 – CAL PDZ (human) peptide binding inhibition | inhibition, % at 24.9 µM | Q9HD26 | 300,000 tested, 0.92% active | AID 602252 | purified CAL PDZ, TMR-peptide fluorescence polarization, 1 h;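 active = mean inhibition of at least 30% with at least half of replicates also reaching 30%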;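 also: 0% = DMSO neutral control and 100% = excess unlabeled competitor peptide PRC23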
# CAL PDZ FP-2 – human CAL PDZ-peptide interaction inhibition; Q9HD26; purified CAL PDZ, TMR-peptide fluorescence polarization, 1 h; inhibition, % at 20 µM; 330,000 tested, 0.02% active; AID 504414;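 active = highest replicate inhibition of at least 40%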;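 also: plate controls were DMSO neutral control wells for no effect and unlabeled competitor peptide control wells for full effect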
#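 Control set: unlabelled peptide and DMSO controls / Material: purified CerCALP PDZ construct / Timing: 1 h incubation at room temperature before polarization reading / Doses: 20 µM, one dose / Detection: fluorescence polarization (mP)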
# DAGLB inhibitor – blocks human DAGLB lipase activity | AID 504411 | HEK293T DAGLB membrane lysate, EnzChek fluorogenic substrate | 340,000 tested, 0.059% active | Q8NCG7 | inhibition, % at 5.17 µM; in the data active = inhibition above about 34%;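 also: 0% = enzyme with vehicle and 100% = wells lacking enzyme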
# Target sequence (Q8NCG7 whole entry, looked up): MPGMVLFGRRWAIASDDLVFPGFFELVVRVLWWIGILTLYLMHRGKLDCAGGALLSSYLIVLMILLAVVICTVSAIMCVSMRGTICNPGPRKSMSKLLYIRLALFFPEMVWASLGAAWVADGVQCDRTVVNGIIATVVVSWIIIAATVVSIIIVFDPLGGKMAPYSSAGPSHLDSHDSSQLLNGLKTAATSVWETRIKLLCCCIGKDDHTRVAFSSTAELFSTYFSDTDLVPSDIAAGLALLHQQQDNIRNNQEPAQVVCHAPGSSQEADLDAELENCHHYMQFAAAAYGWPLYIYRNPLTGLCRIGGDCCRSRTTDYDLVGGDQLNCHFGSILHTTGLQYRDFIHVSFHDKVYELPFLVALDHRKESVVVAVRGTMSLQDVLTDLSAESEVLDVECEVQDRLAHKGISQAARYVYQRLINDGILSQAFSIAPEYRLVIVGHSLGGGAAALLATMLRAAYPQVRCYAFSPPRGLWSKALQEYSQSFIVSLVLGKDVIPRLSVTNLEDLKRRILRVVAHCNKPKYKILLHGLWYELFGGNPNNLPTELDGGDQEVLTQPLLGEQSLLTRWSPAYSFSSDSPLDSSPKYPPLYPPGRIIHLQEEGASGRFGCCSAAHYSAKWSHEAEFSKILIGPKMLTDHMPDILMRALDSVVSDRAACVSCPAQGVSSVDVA
# Keap1 Nrf2 FP – inhibitors of human Keap1-Nrf2 protein-protein interaction; Keap1 Kelch-Nrf2 peptide fluorescence polarization, 1536-well; inhibition, % at 9.4 µM; 340,000 tested, 0.15% active; AID 504523; in the data active = inhibition above about 12%;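 also: human Keap1 Kelch domain with fluorescein labeled Nrf2 9mer peptide probe; 0% = neutral control wells and 100% = peptide positive control; higher means more block of Keap1 binding to Nrf2 peptide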
# Arrestin-AP2 inh – human beta-arrestin and AP2 interaction inhibition | FITC-arrestin peptide / GST-AP2 beads, flow cytometry; AP2 beta2 appendage carries R879A mutation | inhibition, % at 10 µM | 340,000 tested, 0.31% active | AID 504490;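 active = inhibition above a set limit, near 3 SD of compounds lacking own fluorescence, cut at about 54% in these data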;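 also: plate controls were DMSO wells for no effect and 5 µM unlabelled arrestin peptide for full effect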
#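 test system = AP2 appendage R879A on GSH beads | buffer or medium = PBS plus Tween 20 (0.05%) and BSA (0.1%) | incubation = 12 min plus 1 h, RT | detection = bead flow cytometry, FITC channel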
# NSD2 inh – inhibitors of human histone methyltransferase NSD2; O96028; NSD2 peptide methylation, AlphaScreen, 120 min; inhibition, % at 12.5 µM; 310,000 tested, 0.54% active; AID 743445; in the data active = inhibition above about 50%
# V-ATPase pH – regulators of yeast V-ATPase proton transport | S. cerevisiae, pHLuorin cytosolic pH fluorescence | 350,000 tested, 0.37% active | response, % at 10 µM | AID 504577; in the data active = response mostly above about 7.3%, no sharp cut-off; inactive = mostly below about 5.4%; also: actives read high; inactives centre near 0; some compounds called inactive have numbers as strong as hits
# Numbers without * were called inactive; / = not tested or not shown. Not all compounds are listed (hit frequency here may not be typical).
SMILES,C-LANA FP,DSG3 Ab inh,Cardiac RTF inh,CAL PDZ FP-1,CAL PDZ FP-2,DAGLB inhibitor,Keap1 Nrf2 FP,Arrestin-AP2 inh,NSD2 inh,V-ATPase pH
COc1ccc(-c2cc3ccccc3n2CC(O)CN2CCCCC2)cc1 (configuration not stated),-0.6,100,1,-2,0.6,0,2,29,9,-3
O=C(CCCN1C(=O)/C(=C\c2ccccc2)SC1=S)Nc1ccc(O)cc1,-0.6,103,/,10,-0.5,/,-1,-21,/,1
COc1ccc2c(c1)C=C([C@@H]1C[C@H]3CN(c4ccccc4)C(=O)[C@]34CCCN14)CO2,-0.8,106,-9,-5,0.5,0,-5,7,-7,0
O=C(Cc1ccccc1)Nc1c2c(nn1-c1cccc(Cl)c1)CS(=O)(=O)C2,-0.4,86*,-8,-1,-1.2,1,1,-7,-2,5
O=C(c1ccc(Cl)cc1)N1CCC(C(=O)N2CCN(c3ncccn3)CC2)CC1,0.2,106,-3,-7,-0.5,1,-1,-20,-2,-1
CCOC(=O)c1c(C)[nH]c(C(=O)OCC(=O)Nc2cc(C)nn2-c2ccccc2)c1C,-0.2,95,-1,0,-0.8,-4,-6,3,-2,-2
CCc1ccccc1-n1nnnc1-c1cnccc1C(F)(F)F,2.3,109,-9,/,-0.8,-2,2,40,1,0
COc1ccccc1N1CCN(S(=O)(=O)c2ccc(Cl)s2)CC1,1.9,101,-13,-3,-1.7,-8,2,4,-3,-2
O=C(Nc1ccccc1)Nc1ccncc1,-0.1,112,-14,/,-1.5,2,-4,33,-2,3
CC(=O)N1N=C(c2ccco2)CC1c1cccs1 (configuration not stated),0.9,99,-1,-2,-2.7,-3,-4,0,2,1
CC(=O)c1ccc(N2CCN(C(=S)Nc3ccc(Oc4ccccc4)cc3)CC2)cc1,-1.0,102,-8,13,-1.9,-1,-1,21,0,-1
O=C(NC1CCCC1)C1CCCN(S(=O)(=O)c2ccc(F)cc2)C1 (configuration not stated),0.0,104,-19,-3,-1.8,1,1,-1,-1,2
O=S(=O)(Nc1cccc2cn[nH]c12)c1ccc(F)cc1,-1.9,103,-1,4,-0.1,2,0,13,0,2
Clc1ccc(/C=C/c2nc3ccccc3[nH]2)c(Cl)c1,0.7,107,-2,/,-1.8,-2,0,41,-5,3
O=C(Nc1nnc(C2CCCCC2)s1)C1CC(=O)N(c2ccc(F)cc2)C1 (configuration not stated),0.6,/,-17,-3,-2.5,2,1,-5,1,2
O=C(NC1CCCC1)C(c1ccsc1)N(C(=O)Cc1cccs1)c1ccccc1 (configuration not stated),-0.1,103,-1,-3,-1.5,1,-6,-2,-1,6
COc1ccc(C2=C(C#N)C(=O)OC2)cc1,-0.2,86,4,5,-0.4,-1,-4,-8,-1,3
COc1ccc(OC)c(NC(=O)NNC(=O)COc2ccc([N+](=O)[O-])cc2)c1,1.5,/,1,/,-0.5,0,1,-6,7,-1
O=P(O)(O)c1ccccc1OCCOCCOc1ccccc1P(=O)(O)O,1.1,98,-4,1,-1.0,0,3,9,0,3
Cn1c(=O)c2[nH]c(CCCc3nc4ccccc4[nH]3)nc2n(C)c1=O,-0.1,97,0,/,0.0,-1,0,5,-2,1
CCOc1ccc(NC(=S)Nc2ccc(OCC)cc2)cc1,6.5,103,-5,-7,0.1,0,2,6,2,4
CCn1c(CNC(=O)c2cc(OC)c(OC)c(OC)c2)cc2cc(C)ccc21,1.4,101,-10,-3,-0.6,2,-1,12,-3,2
Cc1ccc(CN(C)CC(=O)Nc2ccc3c(c2)CCC3)cc1,-0.8,106,-3,/,-1.4,-25,-4,16,-2,0
Oc1c(C=Nc2ccccc2)sc2ccccc12,-0.4,104,-15,-2,0.1,-6,-6,9,4,3
COc1ccc(N2C(=O)CC(Sc3nnnn3-c3ccc(F)cc3)C2=O)cc1 (configuration not stated),-1.2,95,-4,-1,-2.9,-1,-4,-26,0,1
O=C1CCCCN1CC(=O)N1CCCC(Nc2ccc(F)c(F)c2)C1 (configuration not stated),0.2,99,-1,-1,-1.2,-4,-5,5,4,5
Cc1cccc(N2CCN(S(=O)(=O)c3cccc4nonc34)CC2C)c1 (configuration not stated),0.0,104,-6,/,0.8,-2,2,-12,-1,-1
COc1ccccc1NC(=O)CSc1nnc(-c2ccncc2)o1,1.3,/,0,-6,-3.8,4,-5,3,-2,-4
COc1ccccc1NC(=O)c1ccc2[nH]c(C)c(C)c2c1,-1.3,106,-2,-5,/,0,-1,-1,3,-1
Cc1cc(C)n(-c2nc3ccccc3nc2N2CCN(C(=O)c3ccc(Cl)cc3)CC2)n1,-0.5,104,-2,-3,-3.8,-2,-1,-6,-17,3
CN(C)c1ccnc(Nc2ccc(O)cc2)c1C#N,0.5,103,-23,-8,-1.1,-2,0,-15,2,0
Cc1ccc(-c2nnc(SCC(=O)NC3CCCc4ccccc43)n2N)cc1 (configuration not stated),1.3,110,-8,-1,-2.0,0,-3,-7,-2,1
O=C(/C=C/c1cccc([N+](=O)[O-])c1)Nc1ccc(NC(=O)c2cccs2)cc1,-1.0,79,-1,-3,-3.7,-1,5,-3,-1,0
O=C(N/N=C/c1cccnc1)c1ccc(NC(=O)c2cccc(Cl)c2)cc1,-2.1,101,-6,1,-1.1,0,-1,0,0,-5
COc1ccc(C(=O)Cn2cc[n+](C)c2)cc1,31,99,-10,0,/,-2,-4,9,0,5
CCN1C(=NCCOC)N[C@@H](c2cccc(F)c2)C(C(=O)OC)=C1C,1.0,106,-27,0,0.9,0,3,-7,/,0
Cc1nnc(SCCn2c(Br)nc3c2c(=O)[nH]c(=O)n3C)s1,-1.6,100,6,-3,-1.1,1,-3,95*,-2,-2
COC(=O)[C@H]1C[C@@H]1[C@H](NS(=O)(=O)c1ccccc1)c1ccccc1,-0.8,98,-2,7,0.0,-1,-3,11,/,7
COc1ccc(C(CNC(=O)C(CCSC)NC(=O)c2ccccc2Cl)N2CCOCC2)cc1 (configuration not stated),-0.4,106,2,1,-1.2,-2,-3,12,-1,1
COc1ccccc1CNC(=O)OCc1nccnc1C(=O)Nc1ccc(Br)cn1,0.7,105,-3,0,-2.6,-1,-3,-1,-10,-1
N#CCC(=O)N1CCCCCC1,-0.9,117,-9,-3,-2.4,-1,-2,7,6,-3
CCc1cc(CNC(=O)c2cc(COc3ccc(C)nc3)on2)on1,0.1,107,-7,-5,0.8,0,-3,-9,-1,1
COc1ccc(-c2cccc(NS(=O)(=O)c3cc([N+](=O)[O-])ccc3Cl)c2)nn1,1.2,108,-3,-1,-2.4,5,2,-2,2,2
O=C(c1ccccc1[N+](=O)[O-])N1CCc2ccccc2C1,-0.2,101,-12,-7,0.8,3,4,-11,20,1
CCCC(=O)Nc1ccc(C(=O)COC(=O)C2CC2)cc1,1.0,105,0,1,0.2,2,-2,17,0,1
CCS(=O)(=O)Nc1ccc2c(c1)OCO2,0.5,97,11,0,0.3,1,-1,19,-1,-3
Cc1cc2nc3s/c(=C/c4ccc(-c5ccccc5C(=O)O)o4)c(=O)n3c2cc1C,-4.1,343,-4,0,-2.9,-3,-8,-12,23,-3
CCN(CC(=O)NCc1ccc(F)cc1)C(=O)/C=C/c1ccc(OC)c(S(=O)(=O)NC(C)C)c1,-0.8,109,-1,-5,0.6,-3,3,42,-2,-3

# 2 entries from above, reformatted:
smiles: CCS(=O)(=O)Nc1ccc2c(c1)OCO2
  C-LANA FP: 0.5
  DSG3 Ab inh: 97
  Cardiac RTF inh: 11
  CAL PDZ FP-1: 0
  CAL PDZ FP-2: 0.3
  DAGLB inhibitor: 1
  Keap1 Nrf2 FP: -1
  Arrestin-AP2 inh: 19
  NSD2 inh: -1
  V-ATPase pH: -3
smiles: Cc1cc2nc3s/c(=C/c4ccc(-c5ccccc5C(=O)O)o4)c(=O)n3c2cc1C
  C-LANA FP: -4.1
  DSG3 Ab inh: 343
  Cardiac RTF inh: -4
  CAL PDZ FP-1: 0
  CAL PDZ FP-2: -2.9
  DAGLB inhibitor: -3
  Keap1 Nrf2 FP: -8
  Arrestin-AP2 inh: -12
  NSD2 inh: 23
  V-ATPase pH: -3

# 13 of the compounds above, with bars between the fields:
SMILES | C-LANA FP | DSG3 Ab inh | Cardiac RTF inh | CAL PDZ FP-1 | CAL PDZ FP-2 | DAGLB inhibitor | Keap1 Nrf2 FP | Arrestin-AP2 inh | NSD2 inh | V-ATPase pH
CCN1C(=NCCOC)N[C@@H](c2cccc(F)c2)C(C(=O)OC)=C1C | 1.0 | 106 | -27 | 0 | 0.9 | 0 | 3 | -7 | / | 0
Cc1nnc(SCCn2c(Br)nc3c2c(=O)[nH]c(=O)n3C)s1 | -1.6 | 100 | 6 | -3 | -1.1 | 1 | -3 | 95* | -2 | -2
COC(=O)[C@H]1C[C@@H]1[C@H](NS(=O)(=O)c1ccccc1)c1ccccc1 | -0.8 | 98 | -2 | 7 | 0.0 | -1 | -3 | 11 | / | 7
COc1ccc(C(CNC(=O)C(CCSC)NC(=O)c2ccccc2Cl)N2CCOCC2)cc1 (configuration not stated) | -0.4 | 106 | 2 | 1 | -1.2 | -2 | -3 | 12 | -1 | 1
COc1ccccc1CNC(=O)OCc1nccnc1C(=O)Nc1ccc(Br)cn1 | 0.7 | 105 | -3 | 0 | -2.6 | -1 | -3 | -1 | -10 | -1
N#CCC(=O)N1CCCCCC1 | -0.9 | 117 | -9 | -3 | -2.4 | -1 | -2 | 7 | 6 | -3
CCc1cc(CNC(=O)c2cc(COc3ccc(C)nc3)on2)on1 | 0.1 | 107 | -7 | -5 | 0.8 | 0 | -3 | -9 | -1 | 1
COc1ccc(-c2cccc(NS(=O)(=O)c3cc([N+](=O)[O-])ccc3Cl)c2)nn1 | 1.2 | 108 | -3 | -1 | -2.4 | 5 | 2 | -2 | 2 | 2
O=C(c1ccccc1[N+](=O)[O-])N1CCc2ccccc2C1 | -0.2 | 101 | -12 | -7 | 0.8 | 3 | 4 | -11 | 20 | 1
CCCC(=O)Nc1ccc(C(=O)COC(=O)C2CC2)cc1 | 1.0 | 105 | 0 | 1 | 0.2 | 2 | -2 | 17 | 0 | 1
CCS(=O)(=O)Nc1ccc2c(c1)OCO2 | 0.5 | 97 | 11 | 0 | 0.3 | 1 | -1 | 19 | -1 | -3
Cc1cc2nc3s/c(=C/c4ccc(-c5ccccc5C(=O)O)o4)c(=O)n3c2cc1C | -4.1 | 343 | -4 | 0 | -2.9 | -3 | -8 | -12 | 23 | -3
CCN(CC(=O)NCc1ccc(F)cc1)C(=O)/C=C/c1ccc(OC)c(S(=O)(=O)NC(C)C)c1 | -0.8 | 109 | -1 | -5 | 0.6 | -3 | 3 | 42 | -2 | -3
